# Source: PubChem BioAssay
# aSyn yeast inh – qHTS of alpha-syn Inhibitors | Yeast expressing alpha-synuclein, growth rescue, BacTiter-Glo, 24 h | 370,000 compounds, 0.14% hits | Potency, µM (highest dose often 46.1 µM), for inactives: at the highest dose growth rescue (activation), most hits filed as activators; further: potency means the concentration at half of the fitted maximal effect; % of control where 0% means no effect; nearly all actives have a fitted effect of over 65% in size
#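 Rescue of yeast growth: cells expressing toxic alpha-synuclein, induced in galactose at OD600 0.02, incubated with compound 24 h at 30 C. ATP luminescence quantified growth; inhibitors of toxicity appear as activators.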
# Abeta yeast res – qHTS for compounds that reverse cellular toxicity of Amyloid beta (A-beta) peptide in yeast: Primary Screen; yeast expressing A-beta42, growth rescue, OD600, 48 h; response scale: 0% DMSO, 100% iron-clioquinol control; Potency, µM (top dose mostly 46.1 µM), without a hit: at the highest dose growth rescue, usual class: activators; 410,000 compounds, 0.063% hits; further: potency means the concentration at half of the fitted maximal effect; nearly all actives have a fitted effect of over 55% in size
#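 Growth rescue measured by 600 nm absorbance after 48 h yeast culture at 30 C with compound. Values normalized between DMSO and an equimolar ferric chloride plus clioquinol control.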
# FUS suppressor – qHTS for Suppressors of FUS Proteinopathy: Primary screen using FUS-linked yeast assay. S. cerevisiae FUS-expressing, growth rescue, OD600, 24 h. Potency, µM (series often up to 76.6 µM), without a hit: top-dose growth rescue (activation), usual class: activators. 390,000 compounds, 0.24% hits;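 further: potency means the concentration at half of the fitted maximal effect; plate controls were DMSO vehicle for no effect and reference control for full effect; nearly all actives have a fitted effect of over 55% in size; some results filed as inactive show a strong effect at the top dose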
#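 S. cerevisiae expressing FUS from galactose induction served as the toxicity model. Growth after 24hr at 30C, read as absorbance at 600 nm, indicates suppression of toxicity; compounds dosed at several concentrations.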
# EPAC1 antag – qHTS for Antagonist of cAMP-regulated guanine nucleotide exchange factor 3 (EPAC1): primary screen; Rap guanine nucleotide exchange factor 3 (Homo sapiens), O95398; EPAC1 GEF assay, Rap1b-BODIPY-GDP exchange fluorescence; Potency, µM (top dose mostly 115 µM), inactives show at the top dose activity change, negative = inhibition, usual class: inhibitors; 360,000 compounds, 0.14% hits;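 further: potency means the concentration at half of the fitted maximal effect; plate controls were vehicle for no effect and positive control for full effect; nearly all actives have a fitted effect of over 50% in size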
# Target sequence (O95398 whole entry, looked up): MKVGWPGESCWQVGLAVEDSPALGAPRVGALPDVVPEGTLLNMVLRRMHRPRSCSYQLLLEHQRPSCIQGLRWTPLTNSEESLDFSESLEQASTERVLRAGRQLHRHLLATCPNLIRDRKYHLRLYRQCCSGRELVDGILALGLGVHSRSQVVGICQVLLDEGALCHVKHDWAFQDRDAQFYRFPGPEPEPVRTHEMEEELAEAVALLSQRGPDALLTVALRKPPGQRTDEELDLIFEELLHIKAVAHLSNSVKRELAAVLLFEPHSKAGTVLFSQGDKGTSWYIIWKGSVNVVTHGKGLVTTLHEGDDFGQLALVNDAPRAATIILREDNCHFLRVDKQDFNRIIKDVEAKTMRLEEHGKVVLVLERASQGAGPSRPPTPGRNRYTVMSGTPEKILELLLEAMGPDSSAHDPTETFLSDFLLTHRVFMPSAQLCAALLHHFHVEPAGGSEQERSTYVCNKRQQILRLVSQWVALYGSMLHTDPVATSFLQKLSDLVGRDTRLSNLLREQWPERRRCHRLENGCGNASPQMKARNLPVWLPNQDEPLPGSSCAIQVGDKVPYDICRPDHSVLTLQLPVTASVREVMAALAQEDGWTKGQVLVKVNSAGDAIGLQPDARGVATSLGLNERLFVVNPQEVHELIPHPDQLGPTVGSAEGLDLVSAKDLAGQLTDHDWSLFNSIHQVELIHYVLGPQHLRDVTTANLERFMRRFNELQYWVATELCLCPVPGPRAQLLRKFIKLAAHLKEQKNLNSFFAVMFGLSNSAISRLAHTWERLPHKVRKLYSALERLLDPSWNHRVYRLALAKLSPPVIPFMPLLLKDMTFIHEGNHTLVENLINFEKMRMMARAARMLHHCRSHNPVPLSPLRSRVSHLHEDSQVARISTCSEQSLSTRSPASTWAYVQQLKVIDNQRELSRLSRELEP
# WRN inhibitor – qHTS for Inhibitors of WRN Helicase; WRN helicase unwinding, fluorescent forked duplex, kinetic; 360,000 compounds, 0.46% hits; Potency, µM (highest dose often 114 µM), for inactives: at the top dose activity change, negative = inhibition, usual class: inhibitors; further: potency means the concentration at half of the fitted maximal effect; on the % scale 0 is the no-effect control and ±100 the full control effect; nearly all actives have a fitted effect of over 55% in size
#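 Screening of the MLSMR collection measured strand separation of a quenched forked DNA duplex (100 nM) by 20 nM WRN with 2 mM ATP, all final. Compounds were preincubated with enzyme 15 min at room temperature.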
# EPAC1 ag – qHTS for Agonist of cAMP-regulated guanine nucleotide exchange factor 3 (EPAC1): primary screen | Potency, µM (highest dose often 154 µM), for the others: at the top dose activation, actives largely listed as activators | Rap guanine nucleotide exchange factor 3 (Homo sapiens), O95398 | EPAC1 agonist qHTS, biochemical assay; response scale: 100% = response to 6.5 mM cAMP | 360,000 compounds, 0.073% hits; further: potency means the concentration at half of the fitted maximal effect; nearly all actives have a fitted effect of over 60% in size
#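 Read-out is the fluorescence drop as BODIPY-GDP leaves Rap1B (480 nm excitation, 540 nm emission), recorded every 5 minutes over 30 minutes. Reactions held 100 nM EPAC1, 250 nM Rap1B–BODIPY-GDP and 50 uM GDP, with 6.5 mM cAMP setting full activation.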
# PI5P4K alpha inh – qHTS for Inhibitors of phosphatidylinositol 5-phosphate 4-kinase (PI5P4K). Phosphatidylinositol 5-phosphate 4-kinase type-2 alpha (Homo sapiens), P48426. PI5P4Kalpha enzyme, ADP-Glo luminescence, 60 min; active compounds read low. max response, %. 330,000 compounds, 1.2% hits; active means max response of -50% or lower; inconclusive means between -30% and -50%; inactive means -30% or higher; further: value at the top dose of about 77 µM; on the % scale 0 is the no-effect control and ±100 the full control effect
#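 PI5P4Kalpha ADP-Glo assay; 5 microM ATP final; 60 min RT reaction; HEPES pH 7.4/EGTA/CHAPS, 5% DMSO; controls lacking substrate or enzyme; luminescent end-point.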
# PLK1 PBD block – qHTS for Inhibitors of PLK1-PDB (polo-like kinase 1 - polo-box domain): Primary Screen. Potency, µM, inactives show max response, negative = inhibition, hits mostly inhibitors. 360,000 compounds, 2.8% hits. Plk1 PBD binding of FITC phosphopeptide, fluorescence polarization; further: potency means the concentration at half of the fitted maximal effect; series mostly up to about 57 µM; on the % scale 0 is the no-effect control and ±100 the full control effect; nearly all actives have a fitted effect of over 65% in size
# IL2 activator – qHTS of IL-2 Activators. 360,000 compounds, 0.065% hits. IL-2 activation reporter assay, cell-based qHTS; stimulated with anti-CD3/CD4/CD28 beads; in transgenic mouse T cells. activation, % (series mostly up to about 46 µM); in the data active means activation above about 50%; inconclusive means mostly about 30% to 49%; further: 0% is about no effect
#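 Using fluorescent plate cytometry, EGFP and DsRed are detected in transgenic mouse T cells stimulated 18 h at 37 degrees C with antibody-coated beads after 60 min compound pretreatment.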
# An asterisk follows results filed as active; ? = inconclusive; . = not tested or not shown; & = joins results of further samples; [ ] = another dose, or the depositor's remark. Unless noted, the call rests on the fitted dose curve; in most records, active means well fitted curve in the direction sought with a large enough effect; inconclusive means small, poorly fitted or top-dose-only effect, or another doubt; inactive means no such curve, though single readings can be large; an effect the other way counts as inactive or inconclusive.
# Fields – EPAC1 ag	EPAC1 antag	PLK1 PBD block	PI5P4K alpha inh	FUS suppressor	IL2 activator	Abeta yeast res	WRN inhibitor	aSyn yeast inh
COc1ccc(NC(=O)NCCc2ccc(Cl)cc2)cc1OC
→ -2%	8%	-8%	3	3%	0.0	15%	2%	?
CC1(C)CC(=O)c2sc(N)nc2C1
→ 5%	10%	0%	-3	3%	-0.2	2%	9%	0%
Cc1nc2ccccc2c(=O)n1NC(=O)c1ccc([N+](=O)[O-])cc1Cl
→ 2%	-3%	-10%	-2	-3%	0.0	-2%	-15%	-8%
CC1(C)C(=O)C2(CCCC2)C(=O)OC1c1ccco1 (configuration not stated)
→ 1%	-19%	-13%	-3	-2%	0.4	13%	-6%	-4%
Cc1cccc(N(C(=O)c2snc(C(N)=O)c2N)C(C(=O)NC2CCCC2)c2ccncc2)c1 (configuration not stated)
→ -4%	-1%	0%	1	28%	-1.1	-11%	-2%	-1%
COc1cc(C(C)=O)ccc1OCC(O)Cn1nc(C)c(Br)c1C (configuration not stated)
→ 5%	19%	-5%	-12	6%	-2.9	-10%	7%	?
COc1ccc(/C=N/NC(=O)c2cc(C)n(-c3ccccc3)c2C)cc1OC
→ -4%	4%	?	-4	?	0.3	-2%	-8%	3%
CC1CCC2(CC1)NC(=O)N(NC(=O)C1CCN(C(=O)c3ccc(Cl)cc3)CC1)C2=O (configuration not stated)
→ 2%	-18%	4%	2	-2%	0.2	-4%	-3%	-1%
O=C(c1cccc(Cl)c1)N1CCN(C(=O)c2ccco2)CC1
→ 2%	6%	-5%	2	5%	0.4	-8%	-14%	-13%
CCOC(=O)C1=CN(CC)S(=O)(=O)NC1c1ccccc1 (configuration not stated)
→ -20%	-8%	-10%	0	-22%	0.6	1%	0%	-8%
CCCN(CCC)S(=O)(=O)c1ccc(C(=O)OCCN2C(=O)c3cccc4c(N5CCOCC5)ccc(c34)C2=O)cc1
→ 18%	15%	15µM*	-5	.	-0.3	1%	8%	-1%
O=C(Nc1ccc(Cl)cc1)N[C@H]1CC[C@H](CCn2cc(-c3ccccc3F)nn2)O[C@@H]1CO
→ 5%	-24%	-6%	0	6%	1.5	5%	-8%	0%
CC(C)c1ccc2[nH]c(O)c(N=NC(=S)NCCc3ccccc3)c2c1
→ -7%	-7%	9%	-3	22%	-3.1	0%	-8%	2%
COc1ccc(NC(=O)CN(C)C(=O)c2c(C)nn(Cc3ccc(C)cc3)c2Cl)cc1
→ -3%	-13%	-4%	-8	18%	-0.7	5%	5%	9%
O=C(C1CCC(=O)N1Cc1cccs1)N1CCOCC1 (configuration not stated)
→ 12%	5%	5%	1	-26%	0.1	2%	-1%	3%
COc1ccc(NC(=O)CSc2nc3[nH]c(=O)cc(O)c3s2)c(OC)c1
→ 11%	-13%	-20%	?	.	-0.4	0%	-25%	1%
O=C1/C(=C/c2ccc(F)cc2)SC(=S)N1Nc1ncc(C(F)(F)F)cc1Cl
→ 2%	-3%	-28%	.	?	0.7	27%	-1%	-7%
CCSc1ncnc2c1oc1ccccc12
→ 7%	-5%	1%	.	-13%	7.0	-5%	2%	9%
COc1cc(/C=C\C(=O)Nc2cc(=O)n(C)c(=O)n2C)cc(OC)c1OC
→ 10%	4%	-11%	0	14%	0.7	-2%	1%	3%
O=C(CNC(=O)c1ccccc1Br)N/N=C/c1ccc(O)cc1
→ 7%	-14%	-15%	7	0%	0.0	-10%	-3%[57.1 µM]	0%

# Complete entries, looked up by structure. Screens in order: EPAC1 ag, EPAC1 antag, PLK1 PBD block, PI5P4K alpha inh, FUS suppressor, IL2 activator, Abeta yeast res, WRN inhibitor, aSyn yeast inh
# Entry for `O=C(C1CCC(=O)N1Cc1cccs1)N1CCOCC1` (configuration not stated) : 12%, 5%, 5%, 1, -26%, 0.1, 2%, -1%, 3%
# Entry for `COc1cc(/C=C\C(=O)Nc2cc(=O)n(C)c(=O)n2C)cc(OC)c1OC` : 10%, 4%, -11%, 0, 14%, 0.7, -2%, 1%, 3%
# Entry for `O=C(CNC(=O)c1ccccc1Br)N/N=C/c1ccc(O)cc1` : 7%, -14%, -15%, 7, 0%, 0.0, -10%, -3%[57.1 µM], 0%

# More compounds follow.
# Fields – EPAC1 ag	EPAC1 antag	PLK1 PBD block	PI5P4K alpha inh	FUS suppressor	IL2 activator	Abeta yeast res	WRN inhibitor	aSyn yeast inh
CN=C1SC(C(=O)Nc2ccccc2Cl)CC(=O)N1c1ccc(OC(F)(F)Cl)cc1 (configuration not stated)
→ 9%	-20%	-17%	3	7%	-0.5	-15%	-3%	-2%
Cc1ccc(S(=O)(=O)N2CCOCC2)cc1NC(=O)COC(=O)Cc1ccccc1
→ 0%	-6%	1%	1	-5%	1.4	13%	0%	5%
Cc1ccc(S(=O)(=O)Oc2ccccc2/C=N/Nc2ccc(C(=O)O)cc2)cc1
→ -7%	?	-22%	-3	-7%	-1.5	5%	-9%	1%
CN(C)CCCn1c(=O)n(C2CCCCC2)c(=O)c2c3c(sc21)CCCCC3
→ 4%	-1%	-4%	-2	11%	-1.5	-11%	-4%	5%
CCS(=O)(=O)N1CCC(C(=O)NCc2ccc(OC)cc2)CC1
→ -4%	-10%	6%	-1	13%	1.3	2%	-6%	-5%
CCC(c1nnnn1CCOC)N1CCN(c2cccc(C(F)(F)F)c2)CC1 (configuration not stated)
→ -11%	-12%	-3%	14	?	0.0	13%	3%	3%
Cn1cnc([N+](=O)[O-])c1Nc1ccc(O)cc1
→ 3%	-13%	2%	13	9%	-0.2	?	-5%	1%
O=C(NCC1CCCO1)C(c1cccs1)N(Cc1cccs1)C(=O)Cn1nnc(-c2cccs2)n1 (configuration not stated)
→ 4%	-12%	0%	-2	27%	0.1	13%	-3%	6%
COCCn1c(SCC(=O)NNC(=O)c2cc(Cl)ccc2OC)nnc1-c1ccncc1
→ -5%	0%	5%	-6	-6%	0.7	-38%[inhibitor]	-1%	2%
CCOC(=O)c1ccccc1NC1c2ccccc2C(=O)N1c1cc(C)ccn1 (configuration not stated)
→ -1%	4%	-6%	-3	26%	-2.0	-19%	1%	4%
CCOc1ccc(N(CC(=O)NCc2ccc(Cl)cc2)S(=O)(=O)c2c(C)noc2C)cc1
→ -9%	-15%	0%	-4	-28%&-17%	-0.1	-4%&-3%	6%	-2%
CC(NCCC(c1ccccc1)c1ccccc1)c1ccccc1 (configuration not stated)
→ 2%	-2%	-2%	5	-18%	-0.7	23%	-4%	11%
O=C(c1ccc2ccccc2n1)N1CCN(c2ccccc2Cl)CC1
→ 1%	-5%	-10%	-1	15%	0.1	10%	5%	4%
COc1cc(Cl)cc(C2NC(=O)NC(C)=C2C(C)=O)c1OCC(=O)O (configuration not stated)
→ 8%	2%	-13%	.	27%	-0.6	-4%	-20%[57.1 µM]	-6%
CCC(=O)Nc1sc2c(c1C(=O)N(C)C)CCCCC2
→ 1%	-24%	-13%	2	7%	-1.1	-41%[inhibitor]	-4%	-3%
O=C1C2CC=CCC2C(=O)N1c1nccs1 (configuration not stated)
→ 3%	6%	2%	-1	.	-2.2	5%	2%	3%
CCCCOC(=O)Nc1nc(CC(=O)OCC)cs1
→ -1%	-3%	-10%	3	14%	-0.5	11%	-4%	-3%
Cc1nn(C)c(C)c1NC(=O)Nc1ccc(Cl)c(Cl)c1
→ 12%	-2%	0%	-1	8%	-1.1	-48%[inhibitor]	1%	-50%[inhibitor]
CCCc1nn2c(=O)cc(CSCC(=O)Nc3ccc(F)cc3)nc2s1
→ -8%	-10%	-13%	0	7%	-2.4	-6%	5%	-4%
COC(=O)Nc1ccc(S(=O)(=O)Nc2ncccn2)cc1
→ 4%	-29%	-8%	0	-11%	-0.4	-8%	-1%	0%
COc1ccc(-c2nn(-c3ccccc3)cc2/C=N/O)cc1
→ 1%	-28%	1%	16	-27%	-1.7	1%	-5%	-1%
COc1ccc(-c2csc3ncnc(N4CCN(c5ccccc5Cl)CC4)c23)cc1
→ -8%	3%	3%	-2	10%	0.0	22%	-13%	10%
COc1ccc(-n2nnnc2/C=C\Nc2ccccc2C(=O)c2ccccc2)cc1
→ 9%	-1%	-7%	-5	29%	-1.3	11%	-11%	7%
Cc1ccc(N=c2ssnc2Cl)cc1
→ -4%	-3%	1.7µM*	-66*	7%	-3.1	-94%[inhibitor]	50µM*	-72%[inhibitor]
CC(SC(=S)N1CCOCC1)C(=O)O (configuration not stated)
→ 0%	-2%	-10%	0	-14%	-0.5	8%	-1%	1%
CCOC(=O)N1CCN(C(=S)NC(=O)c2cc(Br)ccc2Cl)CC1
→ -1%	-11%	-9%	-10	25%	1.8	21%	-9%	0%
Cc1nnc(SCC(=O)N(C)Cc2ccccc2)[nH]c1=O
→ 18%	-22%	-11%	-4	0%	-1.2	3%	-4%	2%
Cc1ccc(-n2c(C)nc3c(cnn3-c3ccccc3Cl)c2=O)cc1C
→ 0%	-4%	-6%	.	30%	-2.1	-5%	-3%	0%
CCCCC(=O)Nc1ccc(NC(=O)c2ccccc2OC)cn1
→ 3%	-9%	-21%	1	0%	0.0	-2%	-7%	-1%
O=C(Nc1ccc2c(c1)OCCO2)c1ccc(Br)c(S(=O)(=O)N2CCOCC2)c1
→ 12%	-5%	-1%	4	?	-0.4	9%	-27%	-3%
CC1Cc2cc(C3(O)C(=O)c4ccccc4C3=O)ccc2N1 (configuration not stated)
→ 2%	13%	0%	.	27%	0.1	16%	4%	2%
CC(=O)Nc1ccc(C(=O)CSc2nnc(Cc3ccccc3)o2)cc1
→ 1%	0%	-2%	.	?	-1.0	5%	-4%	1%
COc1cc(/C=C/C=C2/CC/C(=C/C=C/c3ccc(O)c(OC)c3)C2=O)ccc1O
→ -12%	-22%	7%	-93*	.	-2.6	0%	40µM*	-17%
